Screens from PubChem.
Fam108B inh: blocks mouse Fam108B hydrolase in RBBP9 counter-screen. actives 0.33% (n = 300,000). recombinant Fam108B, FP-Rh probe fluorescence polarization. AID 1947. inhibition, % at 9.51 µM;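 active means inhibition above the screen mean inhibition plus 3 SD, computed separately per campaign, cut at about 18% in these data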;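 further: inhibitors lower polarization as less probe binds the enzyme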
MEX-5 binding: C. elegans MEX-5 TCR-2 RNA binding activity; actives 0.38% (n = 300,000); AID 1832; activity score (negative = inhibition of binding), % at 10 µM; Q9XUB2; MEX-5/FITC-TCR2 RNA binding, fluorescence polarization; hits give low values;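 active means inhibition past about -25% in most replicates, and total fluorescence under double the plate's negative control median, limit read from the data; inconclusive means replicates evenly split on the limit, or fluorescence at least double controls; inactive means too little inhibition in most replicates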;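 further: 0% = DMSO and -100% = 5 µM competing unlabeled TCR2 RNA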
TPT1 inh: inhibitors of Candida albicans tRNA 2'-phosphotransferase TPT1 | recombinant caTPT1, FP RNA substrate dephosphorylation | inhibition, % at 5 µM | actives 0.81% (n = 300,000);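 active means inhibition above the mean of all tested compounds plus 3 SD, set per screening campaign, cut at about 24% in these data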;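 further: plate controls were DMSO alone for no effect and ferristatin control at 100 nM for full effect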
PME-1 primary: blocks human protein phosphatase methylesterase 1; Q9Y570; recombinant PME-1, FP-Rh probe fluorescence polarization; inhibition, % at 5.9 µM; actives 0.53% (n = 320,000);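 active means inhibition above the campaign mean of all compounds plus 3 SD, cut at about 26% in these data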;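 further: competitive labeling of PME-1 active site by serine hydrolase directed probe; 0% = PME-1 with DMSO and 100% = wells lacking PME-1 enzyme; inhibitors block probe labeling so polarization falls and inhibition rises; many of its hits are not listed in these tables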
Target sequence (Q9Y570 whole entry, looked up): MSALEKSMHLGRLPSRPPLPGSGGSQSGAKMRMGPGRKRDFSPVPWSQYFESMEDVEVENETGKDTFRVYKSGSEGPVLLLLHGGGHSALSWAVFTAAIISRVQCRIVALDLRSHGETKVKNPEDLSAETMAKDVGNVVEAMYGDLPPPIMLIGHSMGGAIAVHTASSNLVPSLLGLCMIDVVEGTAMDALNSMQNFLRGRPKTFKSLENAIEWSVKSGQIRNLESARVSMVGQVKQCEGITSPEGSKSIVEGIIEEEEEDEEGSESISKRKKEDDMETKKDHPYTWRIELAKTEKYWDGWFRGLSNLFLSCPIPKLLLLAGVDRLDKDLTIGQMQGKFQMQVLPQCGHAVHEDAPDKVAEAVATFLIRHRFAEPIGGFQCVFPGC
BCLXL inh: blocks human Bcl-xL binding to Bim BH3 peptide | AID 2129 | actives 0.7% (n = 320,000) | Q07817 | GST-Bcl-xL / FITC-Bim BH3 peptide fluorescence polarization | inhibition, % at 10.9 µM;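 active means inhibition above the mean of all tested compounds plus 3 SD, cutoff set per campaign, cut at about 30% in these data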;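 further: 0% = DMSO wells and 100% = unlabeled Bim-BH3 peptide competitor; inhibitors lower millipolarization by displacing the labeled peptide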
Target sequence (Q07817 whole entry, looked up): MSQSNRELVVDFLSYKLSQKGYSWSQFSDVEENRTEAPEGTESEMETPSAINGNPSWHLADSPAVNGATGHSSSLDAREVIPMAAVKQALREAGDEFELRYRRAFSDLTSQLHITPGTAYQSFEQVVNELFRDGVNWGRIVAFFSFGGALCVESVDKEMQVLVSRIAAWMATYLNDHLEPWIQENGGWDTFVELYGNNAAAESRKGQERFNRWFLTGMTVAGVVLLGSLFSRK
GSTO1 counter: blocks human GSTO1 in RBBP9 counter-screen | recombinant GSTO1, activity-based probe fluorescence polarization | AID 1974 | actives 1.1% (n = 300,000) | inhibition, % at 5.96 µM;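 active means inhibition above the campaign mean inhibition plus 3 SD, cut at about 35% in these data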;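 further: 0% = GSTO1-1 with DMSO and 100% = wells lacking GSTO1-1 enzyme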
MCL1-BIM inh: inhibitors of human MCL1 binding to BIM-BH3 peptide | Q07820 | GST-MCL1 / FITC-Bim-BH3 fluorescence polarization | inhibition, % at 10.9 µM | actives 0.68% (n = 320,000) | AID 2057;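 active means inhibition above the mean inhibition of all tested compounds plus 3 SD, set per campaign, cut at about 40% in these data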;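 further: 0% = DMSO wells and 100% = unlabeled Bim-BH3 peptide control; higher means more loss of mP so more displacement of Bim peptide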
PAD4 inh: inhibitors of human PAD4. Q9UM07. AID 485272. actives 0.41% (n = 330,000). recombinant PAD4, RCA probe fluorescence polarization. inhibition, % at 6.36 µM;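 active means percent inhibition above a cutoff equal to the mean of all tested compounds plus 3 SD, cut at about 15% in these data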;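 further: 0% = PAD4 with RCA probe and DMSO and 100% = probe without PAD4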
GLD-1 RNA inh: GLD-1-TGE RNA interaction inhibition (C. elegans). purified GLD-1 + fluorescein TGE RNA, fluorescence polarization. inhibition, % at 5.96 µM. actives 0.44% (n = 320,000);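 active means percent inhibition above a per-plate cutoff, the plate mean of test compounds plus 3 SD, cut at about 30% in these data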;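 further: 0% = DMSO wells with GLD-1 and probe and 100% = wells lacking GLD-1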
Target sequence (Q17339 whole entry, looked up): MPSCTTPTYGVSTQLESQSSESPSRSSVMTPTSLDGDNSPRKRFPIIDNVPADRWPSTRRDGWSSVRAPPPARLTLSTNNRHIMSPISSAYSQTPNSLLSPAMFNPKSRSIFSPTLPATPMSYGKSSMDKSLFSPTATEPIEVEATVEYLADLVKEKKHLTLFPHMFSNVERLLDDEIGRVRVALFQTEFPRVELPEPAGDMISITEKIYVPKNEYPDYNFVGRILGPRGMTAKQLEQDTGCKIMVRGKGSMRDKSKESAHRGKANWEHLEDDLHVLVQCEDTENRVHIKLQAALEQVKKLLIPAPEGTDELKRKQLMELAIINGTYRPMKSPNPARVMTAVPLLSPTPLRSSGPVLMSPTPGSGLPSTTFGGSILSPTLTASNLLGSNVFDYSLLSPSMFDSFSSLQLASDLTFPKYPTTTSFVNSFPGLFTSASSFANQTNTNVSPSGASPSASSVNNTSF
Active calls of the source: *; ? = inconclusive; . = not tested or not shown; + = active, no number. Only part of the results is shown, so the mix of outcomes need not match the whole.

No.	mol	BCLXL inh	GLD-1 RNA inh	PME-1 primary	PAD4 inh	TPT1 inh	GSTO1 counter	MEX-5 binding	Fam108B inh	MCL1-BIM inh
1	Cc1ccc(S(=O)(=O)Cc2ccc(C(=O)N3CCCC3)o2)cc1	8	0	-4	-3	-4	7	0.7	1	3
2	CCOC(=O)c1ccc(CNC(=O)c2n[nH]c(=O)c3ccccc23)o1	2	4	5	6	-3	-3	-1.8	-4	-3
3	O=C(CO/N=C/c1ccccc1O)NNC(=O)c1ccccc1Cl	7	-9	-4	-3	0	14	-4.5	0	13
4	CC(C)OC(=O)Nc1ccc(Oc2c(F)c(F)c(F)c(F)c2F)cc1	0	-6	3	0	-1	0	-1.7	5	2
5	Cc1noc(C)c1CSc1nnc2cc(C)c3ccccc3n12	-2	-4	-2	-4	-1	5	-2.4	-2	-8
6	Cc1ccc(NC(=O)C(C)OC(=O)c2ccc(NC(=O)CC#N)cc2)cc1S(=O)(=O)N1CCOCC1 (configuration not stated)	-5	-2	-42	-4	0	-48	-1.5	-18	-7
7	Cc1ccccc1C(=O)NC1CCN(CC(=O)NCc2ccccc2)CC1	4	5	-3	2	0	3	-4.6	-1	2
8	Cc1ccc(NC(=O)Cc2nnc(SCC(=O)c3ccc(Br)cc3)n2C)cc1	-6	7	-7	-4	4	17	-0.3	-5	-7
9	NC1=NC(=O)C(Cc2cccc(Cl)c2Cl)S1 (configuration not stated)	0	2	0	-6	1	-3	-0.2	1	0
10	COc1cccc(C(=O)NC2=NCCS2)c1	6	1	-3	-6	0	16	-2.4	-2	-1
11	Cn1cc(Br)c(C(=O)NC(=S)Nc2ccc(S(N)(=O)=O)cc2)n1	5	1	1	1	-3	0	1.3	0	11
12	O=C(Nc1c(Cl)cccc1Cl)c1cc(-c2ccco2)on1	-2	-1	-3	-5	-2	9	-0.6	-3	-2
13	CC(NC(=O)CCCCCCN1C(=O)c2ccccc2C1=O)c1ccc2c(c1)CCCC2 (configuration not stated)	-2	6	-2	2	0	1	-1.2	-2	1
14	O=c1[nH]c(C2CCN(S(=O)(=O)c3ccc(C(F)(F)F)cc3)CC2)nc2c1nnn2Cc1ccccc1	3	5	14	-2	-1	-2	0.6	-1	7
15	CCCc1nc(N2CCCC2)c(C#N)c2c1CCCC2	1	11	4	2	-4	6	-0.4	6	4
16	CN(C)C(CNC(=O)c1cccs1)c1ccco1 (configuration not stated)	7	2	-3	1	.	.	.	.	7
17	CCOC(=O)C1CCCN(C(=O)c2c(-c3ccccc3Cl)noc2C)C1 (configuration not stated)	4	3	0	1	-2	-2	-4.0	-3	2
18	Cc1ccc(S(=O)(=O)Nc2nccs2)cc1[N+](=O)[O-]	6	3	-4	0	-9	-3	0.0	0	0
19	COc1cc(-c2nc3ccccn3c2/N=C/c2ccccc2)ccc1O	3	4	1	-6	-2	15	1.3	3	-1
20	CN(Cc1ccccc1)C(=O)COc1cccnc1[N+](=O)[O-]	-2	2	3	-1	2	7	0.9	-3	3
21	Cc1cccc(NS(=O)(=O)c2cccc(C(=O)NCCCN3CCOCC3)c2)c1	6	-3	2	-1	-1	-4	2.2	6	2
22	CCc1ccc(C2CC(c3ccccc3C)n3nc(N)nc3N2)cc1 (configuration not stated)	5	-3	-6	-3	0	5	0.8	0	-1
23	N#CC[n+]1cc(-c2ccc(Cl)cc2)n2c1CCC2	0	-1	2	3	3	-2	-1.4	1	2
24	CCCCNC(=O)OC1CCS(=O)(=O)C1 (configuration not stated)	-5	-17	1	0	-2	-3	0.0	1	-3
25	O=C(Nc1ccc(Cl)cc1)c1ccc(CN2CCc3ccccc3C2)cc1	3	4	4	4	0	6	2.4	2	5
26	Cn1cc(SCC(=O)N2CCN(c3ccccc3)CC2)c2ccccc21	6	-2	2	1	3	7	1.1	4	0
27	O=C(/C=C\c1cn(-c2ccccc2)nc1-c1cccs1)N1CCOCC1	-1	3	-11	5	4	-4	-2.3	-5	-5
28	COc1ccc(-n2nc([N+](=O)[O-])c(=NCCc3ccc(C)cc3)n2O)cc1	-2	-6	5	-3	2	0	-2.0	0	0
29	CNC(=O)[C@@]1(Cc2ccccc2)C=C[C@@H](C)N1C(=O)OC	2	-2	0	0	-2	1	1.5	-3	1
30	COc1ccc2c(c1)nc(NCCO)n2C	-3	-4	-6	-4	2	3	-1.9	0	-12
31	Cn1c(=O)c2cc(S(=O)(=O)NC(C(=O)N3CCCCCC3)c3ccccc3)ccc2n(C)c1=O (configuration not stated)	5	3	4	-2	0	3	.	-1	1
32	COCCn1c(SCC(=O)N2CCCC2=O)nc2sc(C)c(C)c2c1=O	1	2	-8	2	4	4	-0.9	1	76*
33	CCn1c(SCCOc2ccc(OC)cc2)nnc1C(CO)NC(=O)c1ccc(OC)cc1 (configuration not stated)	4	2	1	-1	-5	-6	1.5	-3	-4
34	Cc1ccc(N(C(=O)c2nsc(Cl)c2Cl)C(C(=O)NC2CCCC2)c2ccc(O)cc2)cc1C (configuration not stated)	0	0	5	-5	1	2	-3.6	3	9
35	O=c1ccc2c(-c3ccccc3)c3ccc(O)cc3oc-2c1	106*	75*	5	29*	-11	-3	?	26*	110*
36	O=S(=O)(c1ccc(Cl)cc1)N1CCC(N2CCOCC2)CC1	0	0	-1	-3	-2	-6	0.5	-2	-4
37	CC(NC(=O)c1ccc(NC(=O)CC2SC(N3CCCC3)=NC2=O)cc1)c1ccc(S(N)(=O)=O)cc1 (configuration not stated)	4	4	1	-4	1	6	1.9	1	-2
38	Cc1nc2ccccc2n2c(O)c(CC(=O)O)cc12	+	137*	22	75*	-68	14	?	18*	+
39	COC(=O)CCN(C1CCCCC1)S(=O)(=O)c1ccc(S(=O)(=O)N2CCCCC2)cc1	-2	-4	-6	-3	-1	-1	-1.1	1	-1
40	COc1cccc(CC(C(=O)Nc2cc(C)ccc2C)c2nn[nH]n2)c1OC (configuration not stated)	4	2	-5	-6	-1	5	2.4	1	-1
41	Cc1noc(C)c1NC(=O)N1CCN(Cc2ccccc2)CC1	3	0	-1	1	-3	-2	1.0	0	8
42	CN(Cc1nc(-c2cccs2)no1)CC(O)c1ccccc1 (configuration not stated)	7	1	0	2	-1	1	-2.4	0	3
43	O=C1c2ccccc2C(=O)N1CCCCn1c(=O)oc2ccccc21	4	-3	-4	2	-1	1	2.6	7	6
44	CC1=C(Sc2ccccn2)C(=O)NC(C)(C)C1	6	-5	-3	0	-1	-6	-0.2	0	8
45	Cc1ccc(C(=O)COC(=O)CCN2C(=O)C3C4CCC(C4)C3C2=O)cc1[N+](=O)[O-] (configuration not stated)	5	-3	4	-3	-1	0	1.1	-3	5
46	O=CNCC(=O)NC1CCCCCC1	2	9	-2	-1	-2	2	0.3	-2	-1
47	COc1ccc(C2=Nn3c(nnc3-c3cc(C)[nH]n3)SC2)cc1	-6	1	3	0	0	6	0.0	-1	-2
48	Cc1cccc(NS(=O)(=O)c2ccc(C3CCCCC3)cc2)c1	3	4	-28	-5	1	-2	-2.3	-26	6
49	Cc1c(C(=O)N2CCCCC2)c(S(=O)(=O)NCCc2ccccc2)c(C)n1C	-1	6	-5	0	0	1	0.2	0	4
50	CC1CCCCC1NC(=O)/C(C#N)=C/c1ccc(F)c(F)c1 (configuration not stated)	4	-1	-6	3	-1	0	-0.4	13	10
51	COc1ccc(N(CC(=O)NC2CCCCCC2)S(=O)(=O)c2ccccc2)cc1Cl	2	3	4	1	-1	-1	-0.1	5	4
52	S=c1sc2ccccc2n1CCc1ccncc1	-2	3	0	-3	-2	1	2.1	-7	-3
53	Cc1c(CCO)c(=O)[nH]n1S(=O)(=O)c1ccc([N+](=O)[O-])cc1	3	-3	1	-4	-1	-1	-1.2	1	-6
54	O=C(O)C(C/C(=N/O)c1ccc(Br)cc1)P(=O)(c1ccccc1)c1ccccc1 (configuration not stated)	-1	-2	0	3	0	0	-2.0	6	-5
55	CC12C=CC3(O1)C(C(=O)N(c1ccccc1)C3C(=O)NC1CCCC1)C2C(N)=O (configuration not stated)	7	7	4	-4	-1	0	.	-4	-2
56	CC(=C/c1ccc(C(C)C)cc1)/C=N/NC(=O)Cn1nc(C)cc1C	1	-1	3	-2	1	3	-0.4	-3	-3
57	COc1ccc(NC(=O)CCN2CCN(Cc3ccccc3)CC2)c(OC)c1	1	-12	2	2	0	-3	-2.6	1	6
58	CCN(CC)S(=O)(=O)c1ccc(Cl)c(C(=O)NC2CCCC2)c1	2	6	1	-4	-1	0	0.6	1	7
59	O=C(N[C@@H]1CCC(=O)N(CC[C@H](Sc2ccccc2)c2ccccc2)CC1)OCc1ccccc1	-4	6	1	5	4	5	-1.0	-5	-9
60	COc1ccc(-c2nc3c(-c4ccc(F)cc4)cnn3cc2C)cc1F	0	-6	3	-3	6	2	.	-8	-3

(continued)
No.	mol	BCLXL inh	GLD-1 RNA inh	PME-1 primary	PAD4 inh	TPT1 inh	GSTO1 counter	MEX-5 binding	Fam108B inh	MCL1-BIM inh
61	O=C(C1CCN(Cc2ccc(OCc3ccccc3)cc2)CC1)N1CCCC1	-2	-3	3	-4	3	0	1.0	16	-4
62	O=C(CNC(=O)c1ccc(Br)o1)NCc1cccc(Cl)c1	-1	5	-2	-1	0	4	2.5	-1	-1
63	COC(=O)c1ccc(N(C(=O)c2ccco2)C(C(=O)NC2CCCC2)c2ccco2)cc1 (configuration not stated)	3	7	0	-4	-3	9	-1.7	0	3
64	COc1ccccc1NC(=O)Cn1cnc2c(cnn2-c2ccc(C)c(C)c2)c1=O	-3	3	-3	1	0	3	1.1	-11	0
65	O=C(NNC(=S)Nc1ccccc1)c1cccs1	3	2	-1	1	-3	-2	0.2	-2	10
66	Fc1cccc(NC(=S)N2CCCCC2)c1	5	-7	0	-1	-5	4	0.0	1	18
67	CCSc1nc2ccccc2n1CC(=O)N1CCCCC1	3	2	-7	-3	3	-1	0.7	1	-4
68	CC1CCCC(C)N1/N=C/c1ccccc1C(=O)O (configuration not stated)	5	-2	1	-1	-5	12	-1.2	1	-1
69	CSc1ccc(CN(C)CC(=O)Nc2cccc(Br)c2)cc1	3	4	9	1	-2	3	-1.8	4	5
70	Cc1c(N(CC(=O)O)S(=O)(=O)c2ccccc2)c(=O)n(-c2ccccc2)n1C	6	5	-2	-3	-3	3	2.1	2	5
71	CN1CCN(c2ccc(CNS(=O)(=O)c3ccsc3)cc2)CC1	9	6	4	-1	-2	16	-0.1	4	6
72	CCn1cc(C(=O)OCC(=O)N2C(C)CCCC2C)c(=O)c2ccc(C)nc21 (configuration not stated)	3	4	-3	4	-3	3	-1.0	-3	0
73	O=C(Nn1c(C2CCCCC2)nc2ccccc2c1=O)c1ccc([N+](=O)[O-])cc1	1	-1	-1	2	0	-1	1.1	0	-1
74	COc1cccc(NC(=O)CN(C)C(=O)c2ccc(NS(=O)(=O)c3ccc(F)cc3)cc2)c1	1	1	0	-6	.	.	.	.	7
75	O=C(CSc1nnc(-c2ccccc2)n1Cc1ccccc1)N1CCCC1	3	-2	4	-3	-4	3	-0.1	2	8
76	Cc1ccccc1C(=O)Nc1c(C(=O)N2CCN(C)CC2)cnn1-c1ccccc1	2	3	-2	-1	-2	-1	-2.6	3	2
